# Screening results (PubChem)
# S1P4 ag: S1P4 receptor agonists, primary screen, cell-based | S1P4-expressing cell line, agonist reporter assay | activation, % at 4.98 µM | actives 0.35% (n = 220,000) | AID 1509, 2009; in the data active = activation above about 11%;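 note: 0% = DMSO vehicle and 100% = reference agonist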
# Target sequence (O95977 whole entry, looked up): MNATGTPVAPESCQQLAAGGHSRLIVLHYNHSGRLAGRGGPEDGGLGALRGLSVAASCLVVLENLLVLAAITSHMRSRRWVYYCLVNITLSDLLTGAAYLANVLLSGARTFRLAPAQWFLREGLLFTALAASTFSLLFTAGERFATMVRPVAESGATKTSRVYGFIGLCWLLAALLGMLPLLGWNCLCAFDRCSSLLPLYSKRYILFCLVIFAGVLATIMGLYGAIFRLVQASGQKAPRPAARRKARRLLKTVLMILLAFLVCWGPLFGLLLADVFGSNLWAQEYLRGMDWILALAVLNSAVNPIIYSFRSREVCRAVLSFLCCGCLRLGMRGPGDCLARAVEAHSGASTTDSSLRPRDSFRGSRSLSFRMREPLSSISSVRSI
# NPY2 pot ag: NPY-Y2 potentiators or agonists, primary screen, cell-based; Neuropeptide Y receptor type 2 (Homo sapiens), P49146; cells expressing NPY-Y2, potentiator/agonist read-out; activation, % at 3.6 µM; actives 0.45% (n = 220,000); in the data active = activation above about 27%;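 note: cells stimulated with NPY near EC25 plus isoproterenol at EC100; 0% = vehicle plus submaximal agonist and 100% = vehicle plus saturating agonist; some results beyond the cut were filed as inactive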
# Target sequence (P49146 whole entry, looked up): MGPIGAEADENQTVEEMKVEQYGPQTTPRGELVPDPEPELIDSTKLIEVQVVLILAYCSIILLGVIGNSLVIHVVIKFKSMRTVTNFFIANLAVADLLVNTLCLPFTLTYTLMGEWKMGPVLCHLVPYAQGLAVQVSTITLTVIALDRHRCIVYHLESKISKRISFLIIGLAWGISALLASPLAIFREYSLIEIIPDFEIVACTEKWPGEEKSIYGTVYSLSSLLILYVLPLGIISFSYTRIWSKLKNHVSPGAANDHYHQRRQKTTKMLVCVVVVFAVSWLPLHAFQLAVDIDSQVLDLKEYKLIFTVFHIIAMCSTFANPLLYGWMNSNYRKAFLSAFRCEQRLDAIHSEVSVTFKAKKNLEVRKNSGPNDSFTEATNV
# NCF1 inh: p47phox/p22phox peptide binding inhibitors, primary screen, biochemical, uHTS, NADPH oxidase regulatory subunit | AID 1274, 2008 | inhibition, % at 24.7 µM | fluorescence polarization, 2 h | actives 0.53% (n = 220,000);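 active = inhibition above about 30%, limit read from the data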;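 note: 0% = p47phox with labelled peptide and 100% = labelled peptide alone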
# BaF3 tox: parental Ba/F3 cell viability inhibition, counter-screen for JAK2V617F inhibitor project, murine pro-B, CellTiter-Glo luminescence; CellTiter-Glo ATP luminescence; inhibition, % at 5.6 µM; actives 1.1% (n = 220,000); AID 1486, 2009;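 active = inhibition above a per-campaign cutoff, the mean inhibition of all tested compounds plus 3 SD, cut at about 27% in these data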;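 note: 0% = DMSO wells and 100% = JAK Inhibitor I control wells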
# NPY-Y1 antag: NPY-Y1 receptor antagonists, primary screen, cell-based; Neuropeptide Y receptor type 1 (Homo sapiens), P25929; HEK293-CNG Y1 cells, membrane potential fluorescence; NPY at EC95, then isoproterenol; inhibition, % at 3.6 µM; actives 1% (n = 200,000);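 active = inhibition above the campaign mean inhibition of all tested compounds plus 3 SD, cut at about 20% in these data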;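 note: 0% = DMSO wells given NPY plus isoproterenol and 100% = isoproterenol alone without NPY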
#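 Material: HEK293 Y1/CNG channel cell line; also added: NPY (25 nM), isoproterenol (1 µM), Ro 20-1724 (25 µM); doses: one concentration, 3.6 µM, in 0.4% DMSO; schedule: compound incubation 1 h at room temperature, readout 45 min post-stimulation; technique: membrane potential fluorescence; measure: fluorescence ratio normalized to % inhibition between controls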
# CHOP inh: inhibitors of CHOP promoter induction, primary screen, cell-based, unfolded protein response, luciferase reporter. CHO-K1 CHOP-promoter luciferase, tunicamycin-induced, 15-18 h. actives 3.8% (n = 220,000). AID 2732, 2010. inhibition, % at 10 µM;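 active = compounds that reduced the stress-induced luciferase reporter signal by more than about 70% of percent inhibition, limit read from the data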;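 note: 0% = tunicamycin plus vehicle and 100% = wells without tunicamycin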
# NPY1 pot ag: NPY-Y1 receptor potentiators or agonists, primary screen, cell-based; NPY-Y1 expressing cells, potentiator/agonist activation; activation, % at 3.6 µM; actives 0.37% (n = 220,000); Neuropeptide Y receptor type 1 (Homo sapiens), P25929; in the data active = activation above about 33%, passing the limit was not always enough;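 note: cells stimulated with NPY at EC10 then isoproterenol at EC100; 0% = low agonist plus stimulus and 100% = saturating agonist plus stimulus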
# Ba/F3 V617F tox: reduced viability of JAK2V617F-dependent Ba/F3 cells, primary screen, JAK2V617F inhibitor project, cell-based, Ba/F3 EpoR-JAK2V617F, luminescence. inhibition, % at 5.6 µM. actives 1.1% (n = 220,000). ATP luminescence;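 active = inhibition above the campaign mean plus 3 SD over all tested compounds, cut at about 24% in these data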;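 note: cytokine-independent growth of Ba/F3 cells driven by EpoR plus mutant JAK2; 0% = DMSO-treated cells and 100% = JAK inhibitor I control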
# S1P4 antag: S1P4 receptor antagonists, primary screen, cell-based; Sphingosine 1-phosphate receptor 4 (Homo sapiens), O95977; S1P4-expressing cells, antagonist mode, reporter read-out; inhibition, % at 4.98 µM; actives 0.26% (n = 220,000); AID 1510, 2009; in the data active = inhibition above about 29%;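 note: 0% = wells stimulated with agonist and 100% = vehicle wells without agonist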
# Numbers without * were called inactive; . = no result given.
SMILES,S1P4 ag,NPY2 pot ag,NCF1 inh,BaF3 tox,NPY-Y1 antag,CHOP inh,NPY1 pot ag,Ba/F3 V617F tox,S1P4 antag
CC1CCN(CCCOc2ccc(OCc3ccccc3)cc2)CC1,2.3,-11,-8,3,24*,6,-42,0,-1
Nc1cc(Cl)nc(N/N=C/c2c(O)ccc3ccccc23)n1,-1.2,14,-15,8,-4,23,-8,-2,-2
O=C(CSC(=S)N1CCOCC1)N1N=CCC1c1ccccc1 (stereo not given),3.1,-7,-11,5,4,6,-2,0,-14
Cc1ccc(N2CCN(C3=NC(=O)/C(=C\c4cccs4)S3)CC2)cc1,-2.9,6,-37,2,12,22,-23,2,-4
Cn1c2ccccc2c(=O)c2c(=O)n(C3CCCCC3)c(-c3cccs3)nc21,-3.8,1,-34,2,5,97*,-1,-3,-10
O=C1N/C(=N\N=C\c2cccs2)SC1Cc1cccc(Cl)c1Cl (stereo not given),-1.1,4,-1,-3,-5,65,3,-1,-12
COc1ccc(N(CC(=O)Nc2ccc(OC)c(Cl)c2)S(=O)(=O)c2c(C)noc2C)cc1,-1.6,1,-1,1,-1,67,-10,-4,4
O=C(Nc1ncc(Cc2ccccc2Cl)s1)C1CCCO1 (stereo not given),-1.2,3,-3,-2,2,23,-21,1,-2
O=C(Nn1c(-c2ccc(Cl)cc2)nc2ccccc2c1=O)c1cccnc1Cl,-1.5,8,-8,11,-3,-25,-10,8,-9
COC(=O)Cn1cnc2c(nnn2Cc2ccc(Cl)cc2)c1=O,-0.5,4,-8,2,5,28,22,-5,-2
COc1ccc(C(=O)NCc2ccc3c(c2)OCO3)cc1S(=O)(=O)NCc1ccc(Cl)cc1,-1.4,8,-9,5,1,0,-26,0,-7
N#Cc1nc(COc2ccc(Cl)cc2)oc1N1CCN(Cc2ccccc2)CC1,0.3,-37,-20,13,34*,43,-49,3,-1
CCN1CCN(CC(=O)Nc2cc(F)ccc2C)CC1,1.2,-18,-5,8,4,31,-25,2,15
CC1(C)Cc2nc(N)c(=O)sc2C1,0.8,14,7,1,0,-28,8,2,-5
Cc1cccc(N2CCN(C(=O)/C=C/c3ccco3)CC2)c1C,2.1,-5,-8,2,1,2,13,2,4
CC(C)C[C@H](NC(=O)[C@@H]1O[C@H]1C(=O)O)C(=O)NCCCCN=C(N)N,0.8,8,-7,5,3,16,3,-3,-5
Cc1c(N=C/C=C2/N(C)c3ccccc3C2(C)C)c(=O)n(-c2ccccc2)n1C,1.6,2,-43,5,-2,18,21,4,0
O=C(COC(=O)/C=C/c1cccc(F)c1)Nc1ccccc1-c1ccccc1,-1.1,6,-44,1,9,39,16,-4,-13
CC(C)CN(CC(C)C)CC(O)CN(c1ccccc1)S(=O)(=O)c1ccccc1[N+](=O)[O-] (stereo not given),0.3,-5,-5,-2,.,7,2,-8,8
CN(CC(=O)NCc1ccccn1)S(=O)(=O)c1ccccc1,-1.1,4,2,2,8,-10,2,1,-8
O=C1NCC(=O)N(Cc2ccccc2)/C1=C/c1ccccc1,-0.3,1,-11,3,-4,-3,-12,3,2
COC(=O)CNC(=O)c1c(C)cc(=O)oc1C,0.8,8,-8,1,-2,16,-1,1,-4
Nc1nncn1C(=O)CCc1ccccc1,0.5,5,-12,3,-6,31,-25,0,-24
CC12CCC(C(N)=O)(c3nc4ccccc4nc31)C2(C)C (stereo not given),-0.7,-9,-4,6,1,-9,4,2,-19

# Fetched by structure from the list above:
SMILES,S1P4 ag,NPY2 pot ag,NCF1 inh,BaF3 tox,NPY-Y1 antag,CHOP inh,NPY1 pot ag,Ba/F3 V617F tox,S1P4 antag
CC(C)CN(CC(C)C)CC(O)CN(c1ccccc1)S(=O)(=O)c1ccccc1[N+](=O)[O-] (stereo not given),0.3,-5,-5,-2,.,7,2,-8,8
O=C(COC(=O)/C=C/c1cccc(F)c1)Nc1ccccc1-c1ccccc1,-1.1,6,-44,1,9,39,16,-4,-13
COc1ccc(C(=O)NCc2ccc3c(c2)OCO3)cc1S(=O)(=O)NCc1ccc(Cl)cc1,-1.4,8,-9,5,1,0,-26,0,-7
Nc1cc(Cl)nc(N/N=C/c2c(O)ccc3ccccc23)n1,-1.2,14,-15,8,-4,23,-8,-2,-2

# Next section.
SMILES,S1P4 ag,NPY2 pot ag,NCF1 inh,BaF3 tox,NPY-Y1 antag,CHOP inh,NPY1 pot ag,Ba/F3 V617F tox,S1P4 antag
CCOC(=O)c1c(C)n(OC)c2ccc3c(no[n+]3[O-])c12,0.2,0,-4,2,10,20,3,-1,-1
CCN1CCN(CC(=O)c2c[nH]c3ccccc23)CC1,1.6,-3,-7,0,0,14,5,-3,-10
CC(=O)Oc1ccccc1C1=NN(C(=O)/C=C/c2ccccc2)C(c2ccccc2)C1 (stereo not given),0.1,-14,-54,8,4,15,-13,2,-6
O=C(CCS(=O)(=O)c1ccccc1)Nc1cccc2c1C(=O)NC2=O,2.2,-15,.,9,-2,4,7,2,4
O=C(CNc1cc(S(=O)(=O)N2CCCC2)ccc1OCC(F)(F)F)Nc1ccc(SC(F)F)cc1,-0.1,6,-21,8,-3,56,3,-1,-23
COc1ccc(-c2cn(-c3ccc(SC(F)F)cc3)c3[n+]2CCC3)cc1OC,2.4,-14,-4,3,0,-21,-3,-4,-13
CCCC(=O)Nc1cc(-c2cn3cccnc3n2)ccc1OC,3.3,-12,-8,2,-1,13,1,-3,3
CC1CN(C(=O)C(C)N2C(=O)c3ccccc3C2=O)CC(C)O1 (stereo not given),-1.0,4,1,5,-2,5,-12,1,-11
FC(F)(F)c1cccc(-c2nnc3ccc(C(F)(F)F)cn23)c1,0.6,-4,-9,3,-1,12,-8,-4,-5
COc1ccc(CN2C(=O)/C(=C/c3ccc(-c4ccc(Cl)c(C(=O)O)c4)o3)SC2=S)cc1,0.0,21,-47,0,3,17,7,-2,-8
CCCCNC(=O)c1sc2nc(C)cc(COC)c2c1-n1cccc1,-0.8,-22,-5,5,21*,28,-44,0,3
COc1ccc(N2CCN(C(=O)CCC(=O)c3cc(C)sc3C)CC2)cc1,1.9,-13,9,7,-7,15,-10,5,-12
O=S(=O)(c1ccccc1Cl)N1CCCC1c1nc(-c2ccc(Cl)cc2)no1 (stereo not given),-1.9,-15,-5,6,0,-14,-17,-2,1
COc1ccc(OC)c(NC(=O)c2ccc(CN3CCOCC3)cc2)c1,0.6,-1,2,2,-1,8,-22,-2,-7
C(=C\c1ccccc1)/C=N/N1CCN(Cc2ccccc2)CC1,0.5,-21,-10,9,8,15,8,4,2
CC[N+](CC)(CCCCS(=O)(=O)[O-])CCNP1(=O)C=C(c2ccccc2)OC(c2ccccc2)=C1,-1.1,1,-9,12,5,-12,-5,3,-4
Cc1nc([N+](=O)[O-])c(C(=O)OCc2ccccc2)n1C,1.4,-7,3,7,7,15,-15,5,0
COC(=O)Cc1csc(Nc2c(C)n(C)n(-c3ccccc3)c2=O)n1,-0.4,1,-7,1,0,9,5,-1,4
O=C(O)CC1C(=O)NCCN1C/C=C/c1ccccc1 (stereo not given),0.7,10,12,0,-7,2,-30,-2,0
Cc1ccc(/C=N/n2c(COc3ccccc3)n[nH]c2=S)o1,1.2,-2,-6,0,3,34,-15,-2,-12
CCN(CC)S(=O)(=O)c1ccc(NC(=O)c2ccccc2N(C)S(C)(=O)=O)cc1,-0.7,0,-11,6,5,3,-18,-1,0
O=C(N/N=C/c1ccco1)C1CC1(c1ccccc1)c1ccccc1 (stereo not given),4.7,1,-25,5,-3,36,26,1,-2
CN(CC(=O)Nc1ccc(S(=O)(=O)N2CCCC2)cc1)Cc1ccc(Cl)cc1Cl,1.0,2,-11,7,-6,41,-7,1,-10
CC(C)NC(=S)N/N=C/c1ccc(C(C)(C)C)cc1,-0.8,-24,27,10,6,91*,-23,2,-2
O=C(CS(=O)(=O)c1cn(Cc2ccc(Cl)cc2)c2ccccc12)N1CCOCC1,-0.8,9,-12,8,-6,4,3,0,4
CCCCn1c(=O)n(CC(O)c2ccccc2)c(=O)c2c1ncn2C1CCCC1 (stereo not given),0.6,6,3,12,-2,15,-2,4,-15
COc1ccnc(-n2cccc2C=O)c1C#N,1.9,7,-17,8,1,3,-5,2,-17
O=C(CC1S/C(=N/N=C/C=C/c2ccccc2)NC1=O)Nc1ccc(Cl)c(Cl)c1 (stereo not given),0.4,1,-16,10,-6,-4,-9,5,-9
O=C(c1cc([N+](=O)[O-])cc([N+](=O)[O-])c1)N(Cc1nnc(-c2ccccc2Cl)o1)C1CC1,-0.4,2,7,7,-2,-5,3,4,-7
COCCn1cnc2c1c(=O)n(CC(=O)Nc1cc(C)on1)c(=O)n2Cc1ccccc1,1.0,5,-16,0,-2,9,7,-4,-7
C/C=C/C(=O)OCC(=O)Nc1ccc(OC)c(OC)c1,0.4,1,14,0,-3,-26,-3,-2,-10
Cc1ccc(/C=N/NC(=O)c2c(-c3ccccc3)noc2C)o1,-1.1,-7,1,4,7,-2,-17,2,0
CN(C)C(=O)c1ccc(-c2nnc(NCc3ccccc3)c3ccccc23)cc1,5.5,0,-6,1,-1,26,3,0,-1
CC1C(=O)NC(=O)C1c1ccccc1 (stereo not given),0.9,9,3,-2,.,9,21,-4,-4
C/C(Cn1cnc([N+](=O)[O-])n1)=N/NC(=O)COc1ccccc1Cl,0.5,6,-15,6,10,-6,-4,-1,-16
Cc1ccc(-c2nn3c(-c4ccco4)nnc3c3ccccc23)cc1S(=O)(=O)NCC1CCCO1 (stereo not given),0.7,9,-17,-2,4,4,5,-7,-13
Cc1c(C(=O)NC(C)C)c(-c2ccccc2)nn1-c1ccccc1,-0.1,1,10,9,-5,13,-12,3,0
Cc1noc(C)c1NC(=O)NCCN1CCN(Cc2ccccc2)CC1,-0.5,10,-11,-4,.,-1,9,-4,8
CCCN(CCC)S(=O)(=O)c1ccc(Cl)c(OC)c1,0.1,5,-2,5,5,-4,-14,0,-8
COc1ccc(/C(O)=C2/C(=O)C(=O)N(c3nc(C)c(C)s3)C2c2ccco2)cc1 (stereo not given),-0.3,-1,-8,5,0,-26,1,1,-5
Cc1ccccc1Nc1nnc(SCC(=O)Nc2ccccc2[N+](=O)[O-])s1,1.2,-3,-12,3,2,4,-28,-1,-12
COc1ccc(/C=C/C(=O)NCCc2ccc(OC)c(OC)c2)cc1,1.1,-6,-20,3,-1,-6,-14,3,-15
CC(C)C12CN3CC(C(C)C)(CN(C1)C3c1ccc([N+](=O)[O-])o1)C2=O (stereo not given),1.1,-22,-3,-3,.,6,-1,-1,-8
Cc1ccc(C(=O)N/C(=C\c2ccc(-c3ccc(Br)cc3)o2)C(=O)NCCCN(C)C)cc1,0.1,-27,11,60*,18,33,-17,23,-13
Cc1cnn(C(=O)c2cc(-c3ccccn3)nc3ccc(Cl)cc23)c1,-3.3,-4,-2,6,1,4,8,6,0
Cc1ccc(S(=O)(=O)Cn2nnnc2C(CC(C)C)N2CCN(c3ccc(F)cc3)CC2)cc1 (stereo not given),-2.4,-8,-7,5,13,14,-21,5,-11
